Screening results (PubChem)
ALOX12 inh = ALOX12 (human) lipoxygenase inhibition; P18054; purified 12hLO, xylenol orange hydroperoxide absorbance; Potency, µM (highest dose often 108 µM), inactives show at the top dose activity change, negative = inhibition, usual class: inhibitors; 580,000 tested, 1.1% active; AID 1671190; active means well fitted inhibition curve with a large enough effect; inconclusive means small, poorly fitted or top-dose-only effect, or another doubt; inactive means no such curve, though single readings can be large or run the other way
Target sequence (P18054 whole entry, looked up): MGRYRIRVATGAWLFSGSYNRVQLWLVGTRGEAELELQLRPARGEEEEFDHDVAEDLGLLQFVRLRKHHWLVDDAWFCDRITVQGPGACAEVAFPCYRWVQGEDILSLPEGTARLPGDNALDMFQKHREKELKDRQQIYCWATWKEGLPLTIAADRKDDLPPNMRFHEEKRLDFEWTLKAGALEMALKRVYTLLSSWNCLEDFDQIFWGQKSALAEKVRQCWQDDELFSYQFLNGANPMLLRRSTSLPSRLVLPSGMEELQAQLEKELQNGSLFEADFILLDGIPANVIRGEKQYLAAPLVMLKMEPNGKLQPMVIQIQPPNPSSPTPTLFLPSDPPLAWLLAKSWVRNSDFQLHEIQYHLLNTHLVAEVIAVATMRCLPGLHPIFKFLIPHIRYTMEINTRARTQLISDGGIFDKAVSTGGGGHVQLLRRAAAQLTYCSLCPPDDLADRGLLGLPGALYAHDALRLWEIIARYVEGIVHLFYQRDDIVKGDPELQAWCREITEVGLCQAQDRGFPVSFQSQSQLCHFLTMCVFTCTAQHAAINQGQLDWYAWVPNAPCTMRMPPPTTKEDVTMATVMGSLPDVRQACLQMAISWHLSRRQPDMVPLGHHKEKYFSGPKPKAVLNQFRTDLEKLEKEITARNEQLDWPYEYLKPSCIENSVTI
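Purified human 12hLO (150 nM final) in 25 mM Hepes, 0.01% Triton X-100, pH 7.0 was preincubated 15 min at room temperature with compound. Then 40 uM arachidonic acid was added, 30 min. Hydroperoxide was read by Fe-XO absorbance ratio 573/405 nm.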
Active calls of the source: *; ? = inconclusive; [ ] = dose if it differs, or a comment. On the % scale 0 is the no-effect control and ±100 the full control effect; potency means the concentration at half of the fitted maximal effect.

SMILES | ALOX12 inh
O=C(COc1ccccc1)N1CCC2(CCC(=O)N(Cc3ccccc3)CC2)CC1 | -1%
O=C1NCc2ccccc2CC12CCCN(CC1=CCCCC1)C2 (stereo unspecified) | 8%[6.33 µM]
C[C@@H](NC(=O)Nc1ccccc1)c1onc(-c2ccc(F)cc2)c1C(=O)O | 63µM*
O=C(O)CC1(CC(=O)N2CC[C@H]3NC(=O)N(c4ccc(Oc5ccccc5)cc4)C(=O)[C@H]32)CCCC1 | ?
O=C(Cn1cccc1-c1nc(-c2ccc(F)cc2)no1)NCc1ccc(F)cc1 | -16%
O=C(NCC1CCN(C(=O)C(=O)c2cccs2)CC1)c1ccc2c(c1)OCO2 | 0%
Cc1nn(C)cc1CN1C[C@@H](COCC2CC2)[C@H](c2ccccn2)C1 | 69%[activator]
COC(=O)C1=C(C)N(C)C(=NCc2cc(OC)c(OC)c(OC)c2)NC1c1ccc(Cl)cc1 (stereo unspecified) | ?
NC1CCCCN(C(=O)c2ccc3n[nH]nc3c2)C1 (stereo unspecified) | 36%[activator]
COCCNC(=O)C[C@@H]1c2nc(NC(=O)c3ccco3)sc2C[C@@H]2[C@](C)(CO)[C@H](O)CC[C@]21C | 12%
Cc1ccncc1C(=O)N1CCCC(c2nc(-c3cccnc3)no2)CCNC(=O)CC1 (stereo unspecified) | 7%
COCC1CN(C)CC12CCN(Cc1cccc(OC)c1OC)CC2 (stereo unspecified) | 80%[activator]
Cn1c(CO[C@H]2CN(C(=O)c3ccc(Cl)cc3)C[C@H]2F)nc2ccccc21 | 34%[activator][176 µM]
C[C@H](C(=O)N1Cc2ccccc2CC2(CCN(C)C2)C1)c1ccccc1 (stereo partly specified) | 6%[6.33 µM]
CN(C)c1ccc(-c2ccnc(N[C@H]3CO[C@H]4[C@@H]3OC[C@H]4OC(=O)Nc3cccc(C#N)c3)n2)cc1 | ?
Cc1cccc(C(=O)N2[C@@H]3CC[C@H]2CC(NC(=O)c2ccncc2)C3)c1 (stereo partly specified) | -4%

Part of the list above in order of molecular weight, falling:
SMILES | ALOX12 inh
COCCNC(=O)C[C@@H]1c2nc(NC(=O)c3ccco3)sc2C[C@@H]2[C@](C)(CO)[C@H](O)CC[C@]21C | 12%
CN(C)c1ccc(-c2ccnc(N[C@H]3CO[C@H]4[C@@H]3OC[C@H]4OC(=O)Nc3cccc(C#N)c3)n2)cc1 | ?
C[C@H](C(=O)N1Cc2ccccc2CC2(CCN(C)C2)C1)c1ccccc1 (stereo partly specified) | 6%[6.33 µM]
NC1CCCCN(C(=O)c2ccc3n[nH]nc3c2)C1 (stereo unspecified) | 36%[activator]

Next part
SMILES | ALOX12 inh
CCCc1cc(C(=O)N2CCc3c(nc(-c4cccnc4)[nH]c3=O)C2)n[nH]1 | 64%[activator]
CCOCC(=O)N1CCC(c2nc(-c3cccnn3)no2)CC1 | 25%
CCn1c(CO)nnc1C1CC(NC(=O)c2nn(C)c(C)c2Cl)C1 (stereo unspecified) | -5%
CC(C)(C)CC(=O)N1CC[C@@H](CC(=O)O)[C@@H](CCN2CCC[C@H]2C(N)=O)C1 | ?
C[C@H]1[C@@H](NC(=O)Nc2ccc(Cl)cc2)CC[C@@]23CCCN2C(=O)CCC[C@@H]13 | -10%
COc1ccccc1NC(=O)N1CC2CC(C1)[C@H]1CCCC(=O)N1C2 (stereo partly specified) | 31%[activator]
O=C(CN1C(=O)NC2(CCOCC2)C1=O)Nc1ccc(Cl)cc1 | ?
CCc1nncn1C1CCN(S(=O)(=O)c2ccc(F)cc2)CC1 | 11%
OCC1(CN2CCCC2)CCN(Cc2ccc(OC(F)(F)F)cc2)CC1 | 11%
CN1CCOc2c(C(=O)NCc3cccnc3)cc(-c3ccc(N4CCOCC4)cc3)cc21 | 46%[activator]
Cc1noc(-c2cn(C3CCN(C(=O)c4cccc(Br)c4)CC3)nn2)n1 | 26%
O=C1Nc2ccc(-c3ccccc3F)cc2C(=O)N2CCN(C(=O)C3CCCCC3)C[C@H]12 | 27%
O=c1cc(N2CCOCC2)oc2c(Nc3ccccn3)nccc12 | -20%[176 µM]
CC(C)COC(=O)c1ccccc1 | -2%[176 µM]
Cn1cc(Cc2ccc(C(=O)NC34CC5CC(CC(C5)C3)C4)cn2)c2ccccc21 | ?
CC(C)c1ccc(CN2CCC3(CC2)COCCN3C(=O)OCc2ccccc2)cc1 | ?
CCC1Oc2ccc(NC(=O)CC(C)(C)C)cc2CN(Cc2ccc(F)cc2)C1=O (stereo unspecified) | 6%
Cc1cccc(N2Cc3c(NCc4ccc5c(c4)OCO5)ncnc3N(C)CC2=O)c1 | 17%
CC(C)(C)S(=O)(=O)N1C[C@H]2CC(=O)C=C2[C@@H]1CCO | 0%
CCCNC(=O)N(C1CCOCC1)C1CCN(C(=O)Nc2c(F)cccc2F)CC1 | 31%[activator]
Cc1cc(CN(C)C(=O)c2cc(COc3ccc(F)cc3F)on2)n[nH]1 | 102%[activator]
Cc1noc(-c2ccccc2OC2CCN(C(=O)CC3CCCCC3)C2)n1 (stereo unspecified) | 30%
O=C(c1cc2n(n1)CCCN(Cc1ccccc1)C2)N1CC(n2cccn2)C1 | 34%[activator]
COc1cccc(CN2CCc3c(cc(C(=O)NCc4cccs4)n3C)C2)c1 | 93%[activator]
CCC1(N2CCN(S(=O)(=O)c3ccc4c(c3)CCCC4)CC2)CCN(C(=O)NC)C1 (stereo unspecified) | 32µM*
CCOc1ccc2c(n1)CCN(C(=O)c1ccccn1)C2 | 56%[activator]
COc1ccc(OC)c(S(=O)(=O)N[C@H]2CO[C@H]3[C@@H]2OC[C@H]3OC(=O)Nc2ccc(Oc3ccccc3)cc2)c1 | ?
Cc1cccc(-c2ccc3c(c2)C(=O)N2CC[C@H](NC(=O)COCC(=O)O)[C@H]2C(=O)N3)c1C | -23%
O=C(Nc1ccc(F)cc1)c1csc(C(O)Cc2ccccc2)n1 (stereo unspecified) | ?
Cc1ccc2oc(=O)n(CCC(=O)N[C@@H]3COCC[C@@H]3OCC3CC3)c2c1 | 44%[activator]
O=C(CCCc1ccccc1)NCc1nnc2cc(-c3nc(C4CC4)no3)ccn12 | 8%
CCC(CC)NC(=O)CCC1CCN(C(=O)c2ccccc2)CC1 | 17%
CCC(=O)NCC12CCCC=C1NC(=O)CC2 (stereo unspecified) | 15%
O=C(NCc1ccccc1F)c1ccc2c(c1)CN(Cc1cccc(F)c1)CCO2 | 17%
COc1cccc(CN2C(=O)CCCCC2C(=O)N2CCc3ccccc3C2)c1 (stereo unspecified) | 6%
O=S1(=O)CCC(Cc2nc(-c3ccccn3)nn2Cc2ccccc2)C1 (stereo unspecified) | 11%
O=C(N[C@@H]1CN(C(=O)c2ccc3ncccc3c2)CC[C@@H]1CO)C1CC1 | 39%[activator]
CS(=O)(=O)N1CCC(C2CCN(C(=O)c3cc(Cl)ccc3F)C2)CC1 (stereo unspecified) | -9%
CCCC1c2nccn2CCCN1C(=O)c1ccc(OC)nc1OC (stereo unspecified) | 24%
CCCCNC(=O)C[C@H]1C[C@@]2(C(=O)OC)C(=C[C@H](C(C)(C)C)O[C@@H]2C)N(Cc2ccc3c(c2)OCO3)C1=O | -7%
COc1ccc(Nc2ncc(-c3cccnc3)c3c2OCC3)cc1 | 34%[activator][176 µM]
CCN=C1NC(c2ccccc2)C(C(=O)OC)=C(C)N1Cc1ccc(C(F)(F)F)cc1 (stereo unspecified) | ?
CCCCc1nc2cc(C(=O)NCCNc3nc(C)cc(=O)[nH]3)ccc2o1 | 12%
Cn1cnc(S(=O)(=O)N2CCCC(c3nc(-c4cnccn4)no3)CCNC(=O)CC2)c1 (stereo unspecified) | 10%
Cc1noc(-c2ccc(OC(F)(F)F)cc2)c1C(=O)NC(C)CCc1ccccc1 (stereo unspecified) | 44%[activator]
Cn1c(CO[C@H]2CN(C(=O)Nc3ccccc3)C[C@H]2F)nc2ccccc21 | 11%[176 µM]
Cc1cccc(C(=O)N2CCC(C(NC(=O)CC(C)C)C(=O)N3CCCCC3)CC2)c1 (stereo unspecified) | 52%[activator]
O=C(c1ccccc1Cl)N1CCn2c(nn(-c3ccc(C(F)(F)F)cc3)c2=O)C1 | -1%
CC1=NOC2(CCN(C(=O)c3ccc4c(c3)OCO4)C2)C1 (stereo unspecified) | 63%[activator][176 µM]
O=C(C1CCC1)N1CCCC(CN2CCOCC2)CC1 (stereo unspecified) | 23%
COCC1CCN(C(=O)c2coc(COc3cccc(F)c3)n2)C1 (stereo unspecified) | 9%
N#Cc1ccc(CN2CCC3(COC(=O)N3Cc3ccccc3)C2)cc1 (stereo unspecified) | -14%[176 µM]
COc1ccc(C(=O)N2CCCC2c2nc(C3CCOCC3)no2)cn1 (stereo unspecified) | -3%
CCC(C(=O)NCc1nnc2c(-c3nc(C4CC4)no3)cccn12)c1ccccc1 (stereo unspecified) | 67%[activator]
Cc1ccc(CN2CCc3ncc(C(=O)NCCOc4ccccc4)n3CC2)o1 | 9%[176 µM]
CN(CCCc1nccn1C)C(=O)[C@H]1CCC[C@H](O)C1 | 28%

Following part.
SMILES | ALOX12 inh
Cc1ccc(-c2nnc(C3CN(C(=O)c4ccc(C)c(F)c4)CC34CCOCC4)o2)cc1 (stereo unspecified) | 5%
CC1CCC2(CC1)OCC(C(=O)NCC1CCCO1)N2C(=O)c1cccc([N+](=O)[O-])c1 (stereo unspecified) | 46%
COc1cccc(NC(=O)CC2CCCN(c3cnn(CC4CC4)c(=O)c3)C2)c1 (stereo unspecified) | 16%
CCCNC(=O)N[C@H]1C[C@@](O)(C(=O)N[C@H](C)C(N)=O)C[C@@H](O)[C@@H]1O | 8%[176 µM]
CCc1ccc(C(=O)N2c3ccccc3CC2c2nc(C3CC3)no2)cc1 (stereo unspecified) | 35%[activator]
COc1cc(=O)n2c(c1C(=O)NCc1ccc(C(F)(F)F)cc1)CCCC2 | 14%
CCN1C(=O)C2(CCN(S(=O)(=O)c3ccc(OC)cc3)CC2)c2ccccc21 | 7%
NC(=O)c1cccc(CN2CCC3(CC2)CC(Cc2ccccc2)=NO3)c1 | 2%[6.33 µM]
O=C(CC1CCCC1)N1CC[C@@H]2COCCN(Cc3ccccc3)[C@@H]2C1 | 3%
CC(C)CCO[C@H]1COCCN(C2CCN(C)CC2)C1 | 7%[176 µM]
Cn1ccc(Nc2cc3c(cn2)CN(CCc2ccccc2)CCN3)n1 | 33%[activator][176 µM]
O=C(NC1C[C@H]2CC[C@@H](C1)N2S(=O)(=O)c1ccc2c(c1)OCCO2)c1ccc(F)cc1 (stereo partly specified) | 12%
O=C(CN1CC2CC(C1)[C@H]1CCCC(=O)N1C2)NCc1cccc(F)c1 (stereo partly specified) | 31%[activator]
CN(C)C(=O)N1CCC(c2nc(C3CCOC3)n[nH]2)CC1 (stereo unspecified) | 75%[activator]
CC(C)CN(Cc1cccnc1)C1CN(C(=O)CC2CCCCC2)C1 | 6%
COc1ccc(NC(=O)N2CC[C@@H](CO)N(C)c3cccnc3C2)cc1 | 58%[activator][176 µM]

Five records picked at random from the list so far, as already listed:
SMILES | ALOX12 inh
COc1ccc(NC(=O)N2CC[C@@H](CO)N(C)c3cccnc3C2)cc1 | 58%[activator][176 µM]
Cn1ccc(Nc2cc3c(cn2)CN(CCc2ccccc2)CCN3)n1 | 33%[activator][176 µM]
O=C(CN1CC2CC(C1)[C@H]1CCCC(=O)N1C2)NCc1cccc(F)c1 (stereo partly specified) | 31%[activator]
CC(C)CCO[C@H]1COCCN(C2CCN(C)CC2)C1 | 7%[176 µM]
O=C(CC1CCCC1)N1CC[C@@H]2COCCN(Cc3ccccc3)[C@@H]2C1 | 3%

Following part.
SMILES | ALOX12 inh
Cc1ccc2c(c1)N1C(=O)OC[C@@H]1CCN(C)C2 | 52%[activator][176 µM]
CCC1(CC)CN(C(=O)C2CCC(=O)N(Cc3ccccn3)C2)CCO1 (stereo unspecified) | 36%
CCS(=O)(=O)N1C[C@@H](COc2ccncc2)[C@H](c2ccccn2)C1 | 47%[activator]
COc1ccc(CN2C[C@@H]3C(=O)N(CCc4ccccc4)C(=O)[C@@H]3C2)c(OC)c1 | 2%
Cc1noc(C)c1-c1cc2cc(C(C)C)oc2c(NCCN(C)C)n1 | 19%[176 µM]
O=C(Nc1ccccc1)NC1CCN(c2nc3ncccc3o2)CC1 | 6%[176 µM]
N#Cc1cccc(CN[C@@H]2CO[C@H](CNS(=O)(=O)c3ccccc3)[C@H]2O)c1 | -22%[176 µM]
Cc1cnc(CC2CCN(S(=O)(=O)c3cn(C)cn3)C2)n1Cc1ccccc1 (stereo unspecified) | 37%[activator]
COCCCN1CC2(CCN(C(=O)C(=O)c3cccn3C)CC2)CC1=O | 8%
O=C1CC2CCCC(C1)N2C(=O)c1cccc2[nH]ccc12 | 2%[176 µM]
COc1ccccc1CC(=O)NC1CCN(C(=O)c2cc3c(=O)[nH]c(C)cn3n2)CC1 | 15%
Cc1noc(-c2cn(C3CCN(C(=O)c4cccc(OC(F)(F)F)c4)C3)nn2)n1 (stereo unspecified) | 27%
COc1ccc(-c2nc(C(C)C)nc3c2CCN(C(=O)c2ccc(C(F)(F)F)cc2)CC3)cc1 | 5%
COc1ccc(CC(=O)N[C@H]2[C@H](O)[C@H](O)C[C@@H]2c2ccccc2)cc1 | 24%[176 µM]
CNC(=O)[C@@H]1C[C@H](Oc2ccccc2)CN1C(=O)Cn1nc(C)cc1C | 36%[activator]
CC(=O)N1CCCC(c2nn(-c3ccccc3)c(=O)[nH]2)C1 (stereo unspecified) | 42%[activator][176 µM]
COc1cc(C(=O)NCCn2cccc2-c2nc(-c3ccccc3)no2)cc(OC)c1OC | 24%
O=C(NCc1c[nH]c2ncccc12)c1ccccc1Cl | 7%[176 µM]
COc1ccccc1N1CCN(C(=O)C[C@@H]2O[C@H](CNC(=O)c3ccc(N(C)C)cc3)[C@@H](O)[C@H]2O)CC1 | -32%

The list is partial. The share of hits here may be higher or lower than overall.
